Scp-1 inhibitor = Scp-1 phosphatase inhibitors, primary screen, biochemical, colorimetric, uHTS | Carboxy-terminal domain RNA polymerase II polypeptide A small phosphatase 1 (Homo … | Recombinant Scp1, phosphopeptide, malachite green phosphate absorbance | inhibition, % at 20 µM | 340,000 tested, 0.88% active | AID 493091, 2011;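 active means inhibition above about 50% at 20 µM, limit read from the data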;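 further: plate controls were DMSO wells with enzyme for no effect and wells lacking enzyme for full effect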
Target sequence (Q9GZU7 76-261 limits assumed): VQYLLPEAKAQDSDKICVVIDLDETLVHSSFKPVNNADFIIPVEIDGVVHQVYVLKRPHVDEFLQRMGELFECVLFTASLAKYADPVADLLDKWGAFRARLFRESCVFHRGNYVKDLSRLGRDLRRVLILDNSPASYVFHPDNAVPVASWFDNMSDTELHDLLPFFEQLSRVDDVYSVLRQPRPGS
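Test system: SCP-1 catalytic domain; Buffer or medium: Acidic Tris acetate buffer with magnesium and detergent; Also added: Phosphorylated 17-residue peptide substrate; Compound: single 20 µM dose, 1% DMSO; Schedule: enzyme reaction 45 min at room temperature, colour 5 min, stabilisation 30 min; Signal: Phosphate-binding colour reagent, absorbance read at 630 nm.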
LMPTP block = LMPTP phosphatase inhibitors, primary screen, biochemical, fluorescence intensity, uHTS. Low molecular weight phosphotyrosine protein phosphatase (Homo sapiens), P24666. recombinant LMPTP-A, OMFP fluorogenic substrate. inhibition, % at 20 µM. 360,000 tested, 0.22% active. AID 651560, 2012;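 active means compounds that cut the enzyme signal by at least half of the control window in the single-dose screen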;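 further: plate controls were DMSO wells with enzyme plus substrate for no effect and substrate without enzyme for full effect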
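test system = LMPTP-A | amount = 0.625 nM LMPTP-A final | reagent = fluorogenic phosphatase substrate OMFP at 400 µM final | incubation = 50 min at room temperature | benchmarks = no-enzyme low control, uninhibited high control | medium = Bis-Tris pH 6.0, DTT, detergent | signal = fluorescence intensity of OMFP turnover product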
NadD inh = inhibitors of S. aureus NadD, primary screen, biochemical, colorimetric, uHTS; Nicotinate-nucleotide adenylyltransferase NadD (Staphylococcus aureus N315); purified NadD enzyme, colorimetric absorbance read-out; inhibition, % at 20 µM; 360,000 tested, 0.78% active; in the data active means inhibition above about 26%; further: some compounds past the cut are filed as inactive
CSN inh = inhibitors of CSN-mediated cullin deneddylation, primary screen, biochemical, fluorescence polarization, uHTS | AID 651999, 2013 | 360,000 tested, 0.38% active | inhibition, % at 12.5 µM | Purified CSN, SCF-Nedd8-OG deneddylation;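 active means pattern-corrected inhibition above about 35%, with an unprinted fluorescence ratio check between 0.5 and 1.5, limit read from the data, passing the limit was not always enough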;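 further: 0% = enzyme with substrate and 100% = substrate without enzyme; some results filed as inactive read as strong as hits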
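Material: purified human Csn5 enzyme expressed in HEK293T cells / Medium: Tris buffer pH 7.5, NaCl, DTT, Tween-20, trehalose, ovalbumin / Compound dosing: 12.5 µM single point / Schedule: 90 min incubation of compound, enzyme and substrate at room temperature / Signal: fluorescence polarization of the substrate / Control set: no-enzyme wells high, enzyme-with-substrate wells low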
MLLE-PAM2 inh = inhibitors of PABP1 MLLE–PAM2 peptide binding, primary screen, biochemical, fluorescence polarization, FITC-PAM2, GST-MLLE | Polyadenylate-binding protein 1 (Homo sapiens), P11940 | inhibition, % at 20 µM | 360,000 tested, 0.36% active | AID 588489, 2011; in the data active means inhibition above about 35%, passing the limit was not always enough;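 further: plate controls were DMSO wells with GST-MLLE for no effect and wells lacking GST-MLLE protein for full effect; some results filed as inactive read as strong as hits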
Target sequence (P11940 whole entry, looked up): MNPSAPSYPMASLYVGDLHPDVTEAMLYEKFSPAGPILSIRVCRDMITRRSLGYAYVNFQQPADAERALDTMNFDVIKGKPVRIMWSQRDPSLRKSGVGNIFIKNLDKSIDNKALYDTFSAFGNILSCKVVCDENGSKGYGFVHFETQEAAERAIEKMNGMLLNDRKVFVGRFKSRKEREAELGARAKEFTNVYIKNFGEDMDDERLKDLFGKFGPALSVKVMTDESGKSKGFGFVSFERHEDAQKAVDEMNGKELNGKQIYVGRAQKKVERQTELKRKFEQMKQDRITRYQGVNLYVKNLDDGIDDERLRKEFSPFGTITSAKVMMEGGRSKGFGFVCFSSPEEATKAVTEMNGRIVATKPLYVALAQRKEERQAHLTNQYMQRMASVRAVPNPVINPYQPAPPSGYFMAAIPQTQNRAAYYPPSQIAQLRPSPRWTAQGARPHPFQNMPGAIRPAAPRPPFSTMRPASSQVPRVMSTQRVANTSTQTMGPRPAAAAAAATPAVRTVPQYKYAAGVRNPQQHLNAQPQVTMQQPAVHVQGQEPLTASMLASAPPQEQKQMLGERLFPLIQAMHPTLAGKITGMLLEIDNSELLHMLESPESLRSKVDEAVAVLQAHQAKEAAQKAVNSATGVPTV
Rpn11 inh = Rpn11 (PSMD14) deubiquitinase inhibitors, primary screen, biochemical, fluorescence polarization, uHTS | 360,000 tested, 0.59% active | calls only at 20 µM | human 26S proteasome, Ub4-pepOG fluorescence polarization; 20S core pre-blocked with epoxomicin;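 active means inhibition at 20 µM, scaled to each plate's controls, above about 33%, limit read from the data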
DNMT1 block = human DNMT1 methyltransferase inhibitors, primary screen, biochemical, molecular beacon, fluorescence, HinP1I cleavage, uHTS; AID 588458, 2011; DNA (cytosine-5)-methyltransferase 1 (Homo sapiens), P26358; inhibition (reported as % activation of signal), % at 10 µM; 360,000 tested, 0.83% active; in the data active means inhibition above about 50%
STEP inh = STEP phosphatase inhibitors, primary screen, biochemical, fluorescence intensity, uHTS. Tyrosine-protein phosphatase non-receptor type 5 (Homo sapiens), P54829. recombinant STEP, OMFP fluorogenic substrate. AID 588621, 2011. inhibition, % at 20 µM. 360,000 tested, 0.25% active;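 active means inhibition at 20 µM, scaled per plate between control wells, above about 37%, limit read from the data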;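 further: 0% = DMSO with enzyme and substrate and 100% = substrate only without enzyme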
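Assay system: isolated STEP enzyme. Buffer or medium: pH 6.0 Bis-Tris with DTT and Tween 20. Also added: fluorogenic phosphatase substrate OMFP at 25 µM final. Dosing: 20 µM, 1% DMSO. Timing: 20 min reaction, room temperature, in the dark. Measured by: fluorescence intensity, excitation 480 nm, emission 540 nm. Evaluation: normalized % inhibition.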
Tb MetRS inh = T. brucei MetRS inhibitors, primary screen, biochemical, luminescence | methionyl-tRNA synthetase (Trypanosoma brucei brucei) | purified T. brucei MetRS, ATP depletion, Kinase-Glo luminescence | inhibition, % at 11.9 µM | 360,000 tested, 0.4% active;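 active means inhibition above a per-plate cutoff of the control wells' mean inhibition plus 3 SD, cut at about 5.5% in these data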;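 further: 0% = DMSO wells median and 100% = median of wells with control inhibitor compound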
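Material: parasite MetRS enzyme / Replication: singlicate, one well per compound / Signal: luminescence of leftover ATP / Schedule: 2 h aminoacylation at 25 °C after 15 min preincubation / Medium: HEPES-MgCl2-KCl buffer plus DTT, spermine, BSA, pyrophosphatase / Doses: 11.9 µM single point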
SUMO1-SIM PPI = modulators of SUMO1 protein-protein interactions, primary screen, biochemical, uHTS. Small ubiquitin-related modifier 1 (Homo sapiens), P63165. SUMO1 binding to a labelled peptide, TR-FRET, 1 h. inhibition, % at 20 µM. 360,000 tested, 0.33% active. AID 602429, 2012; in the data active means inhibition above about 37%
Target sequence (P63165 whole entry, looked up): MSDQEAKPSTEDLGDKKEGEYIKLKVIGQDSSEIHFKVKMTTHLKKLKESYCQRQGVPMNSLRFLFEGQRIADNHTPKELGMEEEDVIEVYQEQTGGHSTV
Active calls of the source: *; i = inactive; · = not tested or not shown.

SMILES	Scp-1 inhibitor	LMPTP block	NadD inh	CSN inh	MLLE-PAM2 inh	Rpn11 inh	DNMT1 block	STEP inh	Tb MetRS inh	SUMO1-SIM PPI
Cc1c(NC(=O)c2nn(CC(C)C)c(=O)c3ccccc23)c(=O)n(-c2ccccc2)n1C	-0.8	-0.9	-0.1	-4.7	-1.9	i	0.9	1.6	-0.4	-0.9
Cc1n[nH]c(C)c1S(=O)(=O)N1CCOCC1	-3.1	-3.0	-3.5	5.3	1.4	i	2.1	-0.5	-1.1	0.7
COc1ccc2ccc(OCC(=O)Nc3cc(C)on3)cc2c1	-5.0	-0.8	4.5	5.0	-8.8	i	15.6	0.2	-0.3	0.5
CN(C)c1ccc(/C=N/NC(=O)C2COc3ccccc3O2)o1 (stereo not drawn)	-10.1	-0.1	8.4	1.5	-1.7	i	-2.7	0.7	0.2	2.4
Cc1cccc(C(=O)NCC(=O)OCc2cc(=O)n3ccsc3n2)c1	-1.9	-1.3	-2.8	-0.1	-28.5	i	0.2	-0.1	-0.5	-1.2
Cc1ccc(NC(=S)NC2CC3CCC(C2)N3Cc2ccco2)c(C)c1 (stereo not drawn)	4.5	-0.8	-7.8	0.6	6.6	i	-0.2	1.3	-0.1	-1.9
COc1ccc(C)cc1NC(=S)NN1CCN(C)CC1	-4.1	-1.7	4.4	-12.3	15.9	i	-2.0	1.1	-0.9	-0.9
Nc1nc(=S)ss1	-2.2	0.6	-2.9	3.5	34.3	i	4.3	-0.9	-0.2	-3.4
COc1ccccc1N/N=C1\COC(C)(C)CC1=O	-2.5	-1.4	-5.7	-2.3	8.3	i	-1.4	4.2	-1.0	-12.7
N#Cc1c(SCC(=O)O)nc(N2CCOCC2)c2c1CCCC2	-5.8	-0.7	-2.5	-3.1	-1.7	i	3.6	-3.5	-0.4	-2.4
CC(=O)NC(Cc1ccccc1C)C(=O)NC1CCN(C(=O)c2ccc(C)cc2)CC1 (stereo not drawn)	-3.4	0.1	3.4	1.9	7.6	i	1.7	-0.5	0.1	-4.7
Cc1ccccc1NC(=O)c1cccnc1	-3.7	-1.0	-2.7	0.3	-12.2	i	-0.3	0.0	-0.5	1.1
CCCn1c(SCC(=O)Nc2ccc(Cl)cn2)nnc1C1CC1	-6.1	0.1	2.3	2.7	-17.9	i	-0.3	-1.5	0.0	-3.5
CC(=O)Nc1c2c(nn1-c1ccc(F)cc1)CSC2	-11.0	-2.8	2.3	-1.3	2.0	i	1.4	-1.0	0.5	5.7
CC1=NN(c2ccccc2)C(=O)/C1=C\c1cn(C)c2ccccc12	-9.1	5.5	-6.7	-5.0	-6.9	i	-2.7	-0.7	-0.3	-14.5
COc1ccc(/C=C/C(=O)N(C)C2CCS(=O)(=O)C2)cc1 (stereo not drawn)	-1.1	-0.1	-2.7	-1.3	-1.1	i	2.4	-4.4	0.2	-3.8
S=P(c1ccc(N2CCOCC2)cc1N1CCOCC1)(N1CCOCC1)N1CCOCC1	-4.2	-0.3	1.3	-4.0	32.8	i	-0.1	9.6	-0.5	-2.9
COCCNC(=O)c1ccc(S(=O)(=O)N2CCCc3ccccc32)cc1	-2.8	-0.7	-6.7	-1.2	-2.0	i	-0.5	-0.8	-0.1	6.2
O=C(c1cc(Cl)cc(Cl)c1)N1CCN(c2cc(C(F)(F)F)nc3ccccc23)CC1	4.8	5.5	11.7	-2.9	4.4	i	-1.7	0.6	-0.2	-1.3
Cc1nc(NS(=O)(=O)c2cccc([N+](=O)[O-])c2)sc1C(C)(C)C	-4.7	2.1	-6.6	-1.1	15.1	i	-1.1	-4.1	-0.9	-25.1
CCOc1cc(CN2CCCC(N3CCN(c4ccc(F)cc4)CC3)C2)ccc1OC (stereo not drawn)	-2.2	1.2	-3.6	2.0	8.9	i	4.5	0.7	0.5	-0.9
COc1ccc(NC(=O)C2CCN(C(=O)c3cccs3)CC2)cc1OC	-1.0	-0.1	-0.4	1.2	0.6	i	8.4	-0.3	-0.1	3.1
CC(=O)c1c(C)[nH]c(C(=O)Nc2ccc(C)c(S(=O)(=O)Nc3ccc(C)cc3C)c2)c1C	2.5	5.6	5.1	2.4	8.4	i	-7.3	-4.2	0.7	-5.2
COc1cccc(-c2cnc3c(NC=O)cc(-c4cc(OC)c(OC)c(OC)c4)cn23)c1	·	1.9	-0.8	3.2	-5.9	i	-14.6	0.5	0.0	-6.3
FC(F)(F)Sc1ccc(NC(=S)NCc2ccccc2)cc1	-10.7	2.4	-4.8	0.4	8.9	i	2.8	-0.4	0.1	-9.6

Overlap with the part before: 2 compounds, followed by the next part.
SMILES	Scp-1 inhibitor	LMPTP block	NadD inh	CSN inh	MLLE-PAM2 inh	Rpn11 inh	DNMT1 block	STEP inh	Tb MetRS inh	SUMO1-SIM PPI
COc1cccc(-c2cnc3c(NC=O)cc(-c4cc(OC)c(OC)c(OC)c4)cn23)c1	·	1.9	-0.8	3.2	-5.9	i	-14.6	0.5	0.0	-6.3
FC(F)(F)Sc1ccc(NC(=S)NCc2ccccc2)cc1	-10.7	2.4	-4.8	0.4	8.9	i	2.8	-0.4	0.1	-9.6
CCOc1ccc(NC(=O)CN(C)Cc2ccc3c(c2)OCO3)cc1S(=O)(=O)N1CCCC1	-2.2	-1.3	3.0	2.6	2.5	i	2.7	-1.6	-0.2	3.3
FC(F)Oc1ccc(-c2csc(Cc3nnc4n3CCCCC4)n2)cc1	2.6	0.0	-3.4	1.1	-3.6	i	2.0	0.2	-0.7	-11.7
Cc1cc(=O)[nH]c(N/N=C/c2ccc(Cl)c([N+](=O)[O-])c2)n1	-10.4	-0.4	-2.6	5.3	6.8	i	-1.0	1.0	-0.2	-8.1
O=C1CC(C(=O)Nc2ccccc2)S/C(=N\NC(=O)c2ccccc2Cl)N1 (stereo not drawn)	-10.5	-1.1	8.3	-2.6	-7.9	i	-0.5	-2.5	-0.8	2.0
CC(C)CN(C(=O)COC(=O)CNC(=O)c1sc2ccccc2c1Cl)C1CCS(=O)(=O)C1 (stereo not drawn)	-4.7	0.9	0.3	5.2	2.8	i	-0.2	0.2	-0.4	-9.4
CCOC(=O)Cn1cc(Cn2c3ccccc3c(=O)n2C(C)C)nn1	·	-1.8	-1.6	3.9	7.7	i	7.3	-0.5	-0.4	2.1
CCC(C)NC(=O)CN1C(=O)NC2(CCOc3ccccc32)C1=O (stereo not drawn)	-1.2	-0.7	2.1	4.3	1.4	i	1.2	0.9	0.2	-4.5
COC(=O)C1(CCSC)NC(c2ccc(O)cc2)C2C(=O)N(c3ccc4c(c3)OCCO4)C(=O)C21 (stereo not drawn)	0.5	-0.4	3.9	-3.3	2.3	i	-3.6	-1.6	-0.4	-0.6
COc1ccccc1C(=O)N1CCN(c2cccc(Cl)c2)CC1	-14.5	-0.9	3.2	0.9	0.0	i	2.8	-2.4	-1.3	1.3
O=C(CN1C(=O)COc2ccc(S(=O)(=O)N3CCOCC3)cc21)Nc1cccc(Cl)c1	0.2	0.3	-0.2	-0.4	-2.4	i	1.6	1.6	1.0	0.9
N#Cc1ccc(OCC(=O)NCCc2ccc(S(N)(=O)=O)cc2)cc1	1.0	-3.0	0.6	2.2	12.1	i	0.0	-0.3	-0.6	0.0
Cc1ccc(C(C)(C)NC(=O)C2CCC(=O)N(CC3CCCCC3)C2)cc1 (stereo not drawn)	-0.9	0.5	1.1	-3.5	-0.6	i	0.5	-1.1	-0.2	2.5
COc1ccc(N2CCN(S(=O)(=O)c3c(C)[nH]c(C)c3C(=O)N3CCCCC3)CC2)cc1	27.9	-0.6	-0.6	-2.3	-1.5	i	-1.9	-1.1	0.0	1.0
COc1cccc(CN(C)C(=O)c2cc(S(=O)(=O)N3CCN(c4ccccc4)CC3)ccc2Cl)c1	-2.4	3.5	-4.6	4.3	-8.8	i	0.3	-1.3	0.1	9.1
Cc1ccc(S(=O)(=O)Nc2cccc(C(=O)NCCCN3CCCC3=O)c2)cc1F	-4.0	-8.9	1.9	0.8	4.3	i	-11.3	-1.5	-0.3	-60.4
CSc1ncccc1C(=O)N1CCN(S(=O)(=O)c2ccc(C)cc2)CC1	-2.3	-1.1	-3.4	1.8	-7.3	i	0.9	-1.6	-0.9	0.7
O=S(=O)(CCc1nc2ccccc2o1)c1ccc(Cl)c(Cl)c1	-9.6	0.9	-4.1	1.2	-2.3	i	-2.8	15.3	0.2	2.2
Cc1ccccc1-c1noc(-c2ccc(Cl)cc2)n1	-3.4	-0.9	6.8	6.0	8.1	i	6.9	2.0	-0.2	1.0
Cc1ccc(NC2CCCN(C(=O)c3cn4cc(Cl)ccc4n3)C2)cc1C (stereo not drawn)	-6.8	-0.6	2.8	-2.5	-15.1	i	1.9	-1.0	0.1	-7.1
Cc1ccccc1NC(=O)CSc1nn2c(=O)c(C)nnc2s1	-4.9	-1.7	1.7	6.0	25.6	i	-1.5	1.3	-0.4	-2.5
Cc1cc(C(=O)Nc2nc3ccc(Cl)cc3s2)nn1C	-4.2	1.0	-4.3	5.2	1.9	i	-1.3	-0.1	-0.7	-4.5
COc1cccc(NC(=O)CN(C)C(=O)CCCc2nc3ccccc3s2)c1	1.6	0.6	3.9	-1.7	1.8	i	-0.1	1.6	-0.4	5.7
CC(=O)c1sc(NC(=O)c2ccc(Cn3cc(Br)cn3)o2)nc1C	3.8	1.5	6.8	0.5	-1.6	i	-1.3	-1.2	0.7	0.6

Outcome played no part in choosing rows; 3.6% or so of the library scored in one or more.
